Screening results as filed in PubChem.
bub3 – NCI yeast anticancer drug screen, S. cerevisiae bub3 mutant strain. actives 9.9% (n = 78,000). % growth inhibition at 50 µM;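 also: 0% = growth of vehicle-only cultures of the same strain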
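Yeast carrying a defined mutation is treated with each compound, and growth is compared with that of vehicle-exposed cells to give inhibition.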
yeast mlh1 rad18 – NCI yeast anticancer drug screen, S. cerevisiae mlh1 rad18 strain | growth inhibition, % at 50 µM | actives 11% (n = 79,000);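 also: 0% = growth of vehicle-only cultures of the same strain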
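Genetically defined yeast (DNA repair-deficient) exposed to compounds; growth inhibition determined relative to vehicle.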
yeast sgs1 mgt1 – NCI yeast anticancer drug screen, S. cerevisiae sgs1 mgt1 strain; % growth inhibition at 50 µM; actives 10% (n = 78,000); AID 161;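 also: 0% = growth of vehicle-only cultures of the same strain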
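Compounds are added to genetically altered yeast, and growth is compared with cultures given vehicle alone to give percent inhibition.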
yeast mec2-1 – NCI yeast anticancer drug screen, S. cerevisiae mec2-1 strain | actives 9% (n = 79,000) | AID 157 | % growth inhibition at 50 µM;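 also: 0% = growth of vehicle-only cultures of the same strain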
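Readout is yeast growth inhibition, normalised to vehicle-treated controls, in the mec2-1 strain exposed to compound.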
yeast cln2 rad14 – NCI yeast anticancer drug screen, S. cerevisiae cln2 rad14 strain. AID 165. actives 8.3% (n = 78,000). growth inhibition, % at 50 µM;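 also: 0% = growth of vehicle-only cultures of the same strain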
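Compounds are applied to the cln2 rad14 yeast strain, and growth is then compared with that of vehicle-treated cultures to give inhibition.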
yeast rad50 – NCI yeast anticancer drug screen, S. cerevisiae rad50 strain; growth inhibition, % at 50 µM; actives 10% (n = 79,000); AID 155;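 also: 0% = growth of vehicle-only cultures of the same strain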
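Growth of the mutant yeast was measured after compound exposure and referenced to vehicle-treated cultures.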
* = called active by the depositor; & = joins results of further samples. Rule as the data show it: active = growth inhibition above about 70%; inactive = the rest.

Screening COc1cc2c(SCCN(C)C)nc3ccccc3c2c2ccccc12 returned bub3 91.5*, yeast mlh1 rad18 89.1*, yeast sgs1 mgt1 90.8*, yeast mec2-1 92.3*, yeast cln2 rad14 87.8* and yeast rad50 89.9*.
For O=S1(=O)OCCOS(=O)(=O)C1F the results were bub3 -5.3, yeast mlh1 rad18 -16.1, yeast sgs1 mgt1 -22.4, yeast mec2-1 -4.7, yeast cln2 rad14 -23.2 and yeast rad50 -69.0.
For O=C(Nc1ccc(Cl)c(Cl)c1)C(=O)Nn1c(=S)[nH]c2ccccc2c1=O the results were bub3 -0.8, yeast mlh1 rad18 0.7, yeast sgs1 mgt1 2.8, yeast mec2-1 -16.4, yeast cln2 rad14 -1.5 and yeast rad50 -4.0.
For CCOC(=O)C1=C(C)N(c2ccccc2)C2=C(C(=O)N(c3ccccc3)C2c2ccccc2)C1c1ccccc1 (stereo not given) the results were bub3 -21.7, yeast mlh1 rad18 7.2, yeast sgs1 mgt1 9.2, yeast mec2-1 -13.8, yeast cln2 rad14 15.0 and yeast rad50 9.9.
O=C(Nc1c(O)[nH][nH]c1=O)c1ccccc1 was read as bub3 -15.7, yeast mlh1 rad18 -0.1, yeast sgs1 mgt1 -9.7, yeast mec2-1 -0.1, yeast cln2 rad14 -36.0 and yeast rad50 0.5.
`Cc1cc(C)[n+](C)c2cc3ccccc3cc12` gave bub3 -8.6, yeast mlh1 rad18 -28.5, yeast sgs1 mgt1 20.9, yeast mec2-1 -20.2, yeast cln2 rad14 44.2 and yeast rad50 26.4.
Screening CNN=C(C)C returned bub3 2.5, yeast mlh1 rad18 -19.3, yeast sgs1 mgt1 -3.4, yeast mec2-1 3.8, yeast cln2 rad14 -4.8 and yeast rad50 -2.1.
Screening CC1(C)C2CC3C(C2)C31C returned bub3 1.3, yeast mlh1 rad18 -0.8, yeast sgs1 mgt1 -10.2, yeast mec2-1 3.6, yeast cln2 rad14 5.3 and yeast rad50 1.0.
Screening N#CCNC(=O)c1ccccc1 returned bub3 -15.1, yeast mlh1 rad18 -7.8, yeast sgs1 mgt1 -11.2, yeast mec2-1 -18.2, yeast cln2 rad14 2.5 and yeast rad50 -14.3.
Oc1ccccc1C1=CC=NCCN1 was read as bub3 -4.3, yeast mlh1 rad18 5.2, yeast sgs1 mgt1 14.1, yeast mec2-1 25.4, yeast cln2 rad14 -24.4 and yeast rad50 10.3.
COc1ccc(/C=N/NC(=O)c2ccccc2)c(OC)c1 was read as bub3 28.2, yeast mlh1 rad18 9.3, yeast sgs1 mgt1 6.7, yeast mec2-1 0.0, yeast cln2 rad14 17.7 and yeast rad50 17.1.
Screening O=C1OC(c2ccccc2)=N/C1=C\c1ccccc1 returned bub3 -15.2&3.9, yeast mlh1 rad18 26.8&-8.7, yeast sgs1 mgt1 20.9&-15.5, yeast mec2-1 10.6&-12.6, yeast cln2 rad14 -23.2&-5.7 and yeast rad50 23.1&-24.0.
For CC(C)Cn1cnc2c(Sc3c([N+](=O)[O-])ncn3C)nc(N)nc21 the results were bub3 2.1, yeast mlh1 rad18 7.2, yeast sgs1 mgt1 -13.2, yeast mec2-1 -14.1, yeast cln2 rad14 -1.4 and yeast rad50 8.0.
Screening COCN1COCN(C)C1=O returned bub3 23.9, yeast mlh1 rad18 9.1, yeast sgs1 mgt1 -1.6, yeast mec2-1 7.3, yeast cln2 rad14 11.6 and yeast rad50 8.5.
`On1c(-c2ccccc2)c(-c2c(-c3ccccc3)n(O)c3ccccc23)c2ccccc21` gave bub3 -7.6, yeast mlh1 rad18 15.8, yeast sgs1 mgt1 -4.9, yeast mec2-1 6.5, yeast cln2 rad14 -24.2 and yeast rad50 0.0.
O=C(O)c1cc2c(cn1)[nH]c1ccccc12 was read as bub3 -0.1, yeast mlh1 rad18 50.7, yeast sgs1 mgt1 17.8, yeast mec2-1 11.3, yeast cln2 rad14 -5.5 and yeast rad50 16.9.
For CCCCCCCCCc1ccc(OC(=O)CC)cc1 the results were bub3 36.0, yeast mlh1 rad18 7.2, yeast sgs1 mgt1 -13.7, yeast mec2-1 22.2, yeast cln2 rad14 20.1 and yeast rad50 45.7.
`O=[N+]([O-])c1ccc2nc(C(F)(F)F)cc(Cl)c2c1` gave bub3 -1.1, yeast mlh1 rad18 -9.8, yeast sgs1 mgt1 2.0, yeast mec2-1 5.3, yeast cln2 rad14 -66.9 and yeast rad50 7.3.
`CC1C2CC(C3(C)OCCO3)CCC2(C)CCC12OCCO2` (stereo not given) gave bub3 2.9, yeast mlh1 rad18 5.4, yeast sgs1 mgt1 3.1, yeast mec2-1 16.9, yeast cln2 rad14 11.5 and yeast rad50 1.6.
`N#CNc1c2ccccc2nc2ccccc12` gave bub3 6.5, yeast mlh1 rad18 -4.8, yeast sgs1 mgt1 -16.6, yeast mec2-1 1.1, yeast cln2 rad14 2.9 and yeast rad50 -12.1.
COc1ccc(C)cc1NC(=S)NC(=O)c1cccc2ccccc12 was read as bub3 40.0, yeast mlh1 rad18 -1.6, yeast sgs1 mgt1 9.8, yeast mec2-1 12.9, yeast cln2 rad14 -61.1 and yeast rad50 -38.6.
For COc1ccc(NC(=O)C(=O)Cc2ccc([N+](=O)[O-])c([N+](=O)[O-])c2CC(=O)C(=O)Nc2ccc(OC)cc2OC)c(OC)c1 the results were bub3 6.2, yeast mlh1 rad18 8.1, yeast sgs1 mgt1 -44.0, yeast mec2-1 -36.1, yeast cln2 rad14 17.8 and yeast rad50 0.3.
Screening N#CC(C#N)CNc1ccc(S(N)(=O)=O)cc1 returned bub3 -7.8, yeast mlh1 rad18 -17.2, yeast sgs1 mgt1 -6.5, yeast mec2-1 7.0, yeast cln2 rad14 0.7 and yeast rad50 1.2.
Screening COc1ccccc1NC(=O)C(CC(C(=O)Nc1ccccc1OC)/C(C)=N/NC(=O)c1ccccc1O)/C(C)=N/NC(=O)c1ccccc1O (stereo not given) returned bub3 -3.5, yeast mlh1 rad18 -9.1, yeast sgs1 mgt1 -28.2, yeast mec2-1 -14.2, yeast cln2 rad14 21.9 and yeast rad50 -27.8.
`Cc1nc2ccccc2c(=O)n1C` gave bub3 -5.4, yeast mlh1 rad18 4.0, yeast sgs1 mgt1 10.7, yeast mec2-1 -17.9, yeast cln2 rad14 2.4 and yeast rad50 -7.5.
For CC(=O)OC1CCC2(C)C(CCC3(C)C2CCC2C4C5OC(=O)C4(CCC5(C)C)CCC23C)C1(C)C (stereo not given) the results were bub3 -33.0, yeast mlh1 rad18 4.6, yeast sgs1 mgt1 -17.1, yeast mec2-1 -23.9, yeast cln2 rad14 -5.2 and yeast rad50 -13.0.
For COC(=O)CCC(NC(=S)N/N=C(\C)c1ccc[nH]1)C(=O)OC (stereo not given) the results were bub3 -5.2, yeast mlh1 rad18 -1.9, yeast sgs1 mgt1 7.2, yeast mec2-1 -13.3, yeast cln2 rad14 -1.8 and yeast rad50 -18.6.
For O=C(NCc1cccnc1)Nc1cccc2c(NC(=O)NCc3cccnc3)cccc12 the results were bub3 -0.1, yeast mlh1 rad18 13.9, yeast sgs1 mgt1 5.8, yeast mec2-1 -6.3, yeast cln2 rad14 14.5 and yeast rad50 -17.1.
Screening CC(=O)O[C@H]1C(=O)[C@]2(C)[C@@H](OC(=O)OCCC(O)CO)C[C@H]3OC[C@@]3(OC(C)=O)[C@H]2[C@H](OC(=O)c2ccccc2)[C@]2(O)C[C@H](OC(=O)[C@H](O)[C@@H](NC(=O)c3ccccc3)c3ccccc3)C(C)=C1C2(C)C (stereo not given in full) returned bub3 -19.2, yeast mlh1 rad18 -0.3, yeast sgs1 mgt1 2.2, yeast mec2-1 -7.2, yeast cln2 rad14 4.0 and yeast rad50 1.6.
Screening OCC(CCc1c[nH]c2ccccc12)c1c[nH]c2ccccc12 (stereo not given) returned bub3 99.3*, yeast mlh1 rad18 99.3*, yeast sgs1 mgt1 62.0, yeast mec2-1 99.3*, yeast cln2 rad14 99.5* and yeast rad50 99.4*.

Gathered by group: those above with a halogen (3)
For O=S1(=O)OCCOS(=O)(=O)C1F the results were bub3 -5.3, yeast mlh1 rad18 -16.1, yeast sgs1 mgt1 -22.4, yeast mec2-1 -4.7, yeast cln2 rad14 -23.2 and yeast rad50 -69.0.
For O=C(Nc1ccc(Cl)c(Cl)c1)C(=O)Nn1c(=S)[nH]c2ccccc2c1=O the results were bub3 -0.8, yeast mlh1 rad18 0.7, yeast sgs1 mgt1 2.8, yeast mec2-1 -16.4, yeast cln2 rad14 -1.5 and yeast rad50 -4.0.
`O=[N+]([O-])c1ccc2nc(C(F)(F)F)cc(Cl)c2c1` gave bub3 -1.1, yeast mlh1 rad18 -9.8, yeast sgs1 mgt1 2.0, yeast mec2-1 5.3, yeast cln2 rad14 -66.9 and yeast rad50 7.3.

Later entries
For CCN1C(=NCCO)NS(=O)(=O)c2ccccc21 the results were bub3 -24.6, yeast mlh1 rad18 0.3, yeast sgs1 mgt1 -25.4, yeast mec2-1 3.4, yeast cln2 rad14 -1.9 and yeast rad50 -17.2.
`CC(C)CCCC(C)C1CCC2C3CCC4CC(=O)CCCC4(C)C3CCC12C` (stereo not given) gave bub3 2.1, yeast mlh1 rad18 32.5, yeast sgs1 mgt1 20.7, yeast mec2-1 3.4, yeast cln2 rad14 12.2 and yeast rad50 19.8.
O=Cc1cccc(I)c1 was read as bub3 -13.5, yeast mlh1 rad18 7.8, yeast sgs1 mgt1 -9.9, yeast mec2-1 -6.8, yeast cln2 rad14 -20.9 and yeast rad50 -19.4.
`O=C1/C(=C/c2ccc(Cl)cc2)CCC/C1=C\c1ccc(O)c(CN2CCCCC2)c1` gave bub3 72.3*, yeast mlh1 rad18 90.6*, yeast sgs1 mgt1 69.0, yeast mec2-1 1.8, yeast cln2 rad14 51.9 and yeast rad50 2.4.
For COC(=O)C1(CC(=O)c2ccc(Cl)cc2Cl)NC(=S)NC(=O)C1C#N (stereo not given) the results were bub3 4.5, yeast mlh1 rad18 18.8, yeast sgs1 mgt1 -8.2, yeast mec2-1 9.1, yeast cln2 rad14 16.2 and yeast rad50 19.4.
S=C(S)NCNC(=S)S.[Zn+2] was read as bub3 28.2, yeast mlh1 rad18 29.4, yeast sgs1 mgt1 26.1, yeast mec2-1 12.2, yeast cln2 rad14 -64.2 and yeast rad50 1.6.
`Cc1cc(N=Nc2ccc(N=Nc3ccc(S(=O)(=O)O)cc3)cc2)cc(C(=O)O)c1O` gave bub3 -19.7, yeast mlh1 rad18 4.2, yeast sgs1 mgt1 -2.9, yeast mec2-1 -9.4, yeast cln2 rad14 -8.0 and yeast rad50 12.0.
For COC(/C=C\C(OC)OC)OC the results were bub3 14.8, yeast mlh1 rad18 0.8, yeast sgs1 mgt1 3.9, yeast mec2-1 5.1, yeast cln2 rad14 14.8 and yeast rad50 16.7.
Screening COC(=O)CCc1ccco1 returned bub3 7.0, yeast mlh1 rad18 12.7, yeast sgs1 mgt1 3.4, yeast mec2-1 -10.0, yeast cln2 rad14 2.5 and yeast rad50 10.6.
For Cc1ccc(N=Cc2c(O)ccc3ccccc23)cc1 the results were bub3 32.4, yeast mlh1 rad18 -17.4, yeast sgs1 mgt1 -11.2, yeast mec2-1 -9.9, yeast cln2 rad14 50.0 and yeast rad50 -17.9.
Screening Cc1cc(N=Nc2ccc(O)c3ncccc23)c2ccccc2n1 returned bub3 18.0, yeast mlh1 rad18 19.1, yeast sgs1 mgt1 22.8, yeast mec2-1 6.8, yeast cln2 rad14 -4.9 and yeast rad50 9.5.
Screening CCCCCCCCCCCCCC(S(=O)(=O)CC)S(=O)(=O)CC returned bub3 3.1, yeast mlh1 rad18 0.6, yeast sgs1 mgt1 20.2, yeast mec2-1 14.3, yeast cln2 rad14 28.4 and yeast rad50 38.0.
Screening CN(C)CCCN1CCC2(CC1)CCC(C)(C)CC2 returned bub3 30.9, yeast mlh1 rad18 -1.2, yeast sgs1 mgt1 21.6, yeast mec2-1 19.1, yeast cln2 rad14 -13.3 and yeast rad50 -4.0.
`C[C@]12C[C@H](O)[C@H]3[C@@H](CCC4=CC(=O)C=C[C@@]43C)[C@@H]1C=C[C@@H]2C1CO1` (stereo not given in full) gave bub3 11.4, yeast mlh1 rad18 2.5, yeast sgs1 mgt1 -2.8, yeast mec2-1 9.8, yeast cln2 rad14 -42.0 and yeast rad50 -9.9.
`O=C(OCc1ccccc1CN1CCCCC1)c1cccc(Cl)c1` gave bub3 7.3, yeast mlh1 rad18 2.3, yeast sgs1 mgt1 -6.3, yeast mec2-1 -7.7, yeast cln2 rad14 -10.3 and yeast rad50 -2.9.
Screening C[N+](C)(C)CCCOC1=Nc2ccccc2O/C1=C/c1ccccc1 returned bub3 -4.1, yeast mlh1 rad18 18.5, yeast sgs1 mgt1 -6.3, yeast mec2-1 2.1, yeast cln2 rad14 -27.4 and yeast rad50 -52.2.
